BL2 CD40 inh: CD40 pathway inhibition in BL2 cells; BL2 NF-kB luciferase reporter, CD40L-induced, 4 h; inhibition, % at 10 µM; 83,000 tested, 0.94% active; AID 1053188;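 active means mean inhibition of at least 50% with a set share of replicates also reaching that level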;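 further: 0% = neutral control wells and 100% = IKK inhibitor VII at 50 µM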
Numbers without * were called inactive; [ ] = remark or other dose.

BL2 CD40 inh | SMILES
9.6 | CCOc1ccc(CC(C(N)=O)C(N)=O)cc1
-3.1 | O=C(CN1CCC(c2nc3ccccc3[nH]2)CC1)NCc1ccc2c(c1)OCO2
13.8 | Cc1cc(C(=O)OCC(=O)NCc2cccs2)c2ccccc2n1
9.9 | CCc1ccc(NC(=O)C2CCN(S(=O)(=O)c3cnc[nH]3)CC2)cc1
-5.1 | N#Cc1ccc(-c2ccc3c(c2)[C@H]2[C@H](CCN2C(=O)c2ccc(F)cc2)[C@H](CO)N3)cc1
-1.9 | CC1Oc2ccccc2OC1(O)c1ccccn1 (stereo not drawn)
4.9[25 µM] | O=C(C[C@H]1CC[C@H]2[C@@H](COC[C@H](O)CN2C(=O)c2ccncc2)O1)Nc1ccc(-c2ccccc2)cc1
-15.1 | O=C(COC(=O)c1ccccc1Oc1ccccc1)NCc1ccco1
8.0 | O=C(O)CCC(=O)Nc1nc2ccccc2s1
6.4 | Cc1ccc(NC(=O)COC(=O)CSCC(=O)Nc2cc(C)on2)c(C)c1
-2.8[25 µM] | Cc1ccccc1S(=O)(=O)N1CCCCN2[C@@H](CO)[C@@H](c3ccc(C#CCN(C)C)cc3)[C@@H]2C1
20.7[25 µM] | C/C=C/c1cccc(-c2nc(C(=O)Nc3nccs3)cc3c2[C@@H](CCO)N(C(=O)NC(C)C)C3)c1
5.6 | Cc1c(C(=O)Oc2ccc(F)cc2)sc2ncn(Cc3cccc(F)c3)c(=O)c12
-3.0 | COc1cccc(-c2ccc3c(c2)[C@@H]2[C@@H](CCN2C(=O)C2CCCC2)[C@@H](CO)N3)c1
4.8 | O=C(c1cccc2ccccc12)N1CCC(N2CCN(c3ccccc3)CC2)CC1
-17.1 | CCN1CCN(CCCNC(=O)C2CCCN(c3nc4c(C)cc(C)cc4s3)C2)CC1 (stereo not drawn)
4.9[25 µM] | N#Cc1ccc(-c2ccc3c(c2)[C@H]2[C@H](CCN2C(=O)c2ccc(F)cc2)[C@@H](CO)N3)cc1
-5.9[25 µM] | Cc1noc(C)c1S(=O)(=O)Nc1ccc2c(c1)C(=O)N([C@@H](C)CO)C[C@H](C)[C@@H](CN(C)Cc1ccc3c(c1)OCO3)O2
-1.8[25 µM] | COCC(=O)N1C[C@H](C)[C@@H](OC)CN(C)C(=O)c2ccc(NC(=O)Nc3cccc(F)c3)cc2OC[C@@H]1C
6.0 | CC(=O)NCCOc1cccc(OCCNC(C)=O)c1
8.4 | O=C(CSc1ccc(Cl)cc1)NCc1ccncc1
2.7[25 µM] | C/C=C/c1ccc([C@H]2[C@@H](CO)N(C(C)=O)[C@@H]2CN(CC(C)C)C(=O)CC)cc1
5.8 | Cc1ccc(S(=O)(=O)c2ccccc2)cc1S(=O)(=O)N1CCOCC1
4.4 | CN(Cc1cccc(F)c1)C(=O)c1ccc(S(=O)(=O)N2CCCCCC2)cc1
-36.9 | COc1cccc(C(=O)COC(=O)c2ccc(NC(C)=O)cc2)c1
11.2[25 µM] | CCC(=O)N1C[C@H](O)COC[C@H]2O[C@H](CC(=O)NCc3ccc(Oc4ccccc4)cc3)CC[C@@H]21
-2.1[25 µM] | COCC(=O)N1CC2(C1)CN(S(C)(=O)=O)[C@@H](CO)c1c2c2ccc(OC)cc2n1C
7.8 | O=C(CN(c1ccc(F)cc1)S(=O)(=O)c1ccc2c(c1)OCCO2)Nc1cccnc1
5.5 | CCN(c1ccccc1)S(=O)(=O)c1ccc(Cl)c(NC(=O)CN2CCN(C)CC2)c1
-2.7 | COc1cccc2sc(N3CCN(C(=O)C4COc5ccccc5O4)CC3)nc12 (stereo not drawn)

3 entries already listed, arranged by the value under BL2 CD40 inh, ascending:
BL2 CD40 inh | SMILES
-5.1 | N#Cc1ccc(-c2ccc3c(c2)[C@H]2[C@H](CCN2C(=O)c2ccc(F)cc2)[C@H](CO)N3)cc1
-3.1 | O=C(CN1CCC(c2nc3ccccc3[nH]2)CC1)NCc1ccc2c(c1)OCO2
-3.0 | COc1cccc(-c2ccc3c(c2)[C@@H]2[C@@H](CCN2C(=O)C2CCCC2)[C@@H](CO)N3)c1

Next section:
BL2 CD40 inh | SMILES
-16.8[25 µM] | CN(C)C(=O)c1cccc(-c2ccccc2[C@H]2[C@@H](C#N)N(C(=O)C3CCC3)[C@H]2CO)c1
-1.2 | Nc1cc(C(=O)OCC(=O)Nc2ccc(N3CCOCC3)cc2)ccc1Cl
2.5 | C=CCOC(=O)c1ccccc1C(=O)OCC1CO1 (stereo not drawn)
17.3[25 µM] | CCCCN1CCC(CCC(=O)c2cc(Cl)c(N)cc2OC)CC1
2.4 | O=C(COC(=O)Cn1cnc2ccccc2c1=O)Nc1ccc2c(c1)OCO2
-59.5 | C/C(=N\NC(=O)c1ccc(Br)cc1)c1cccc(NC(=O)c2cccnc2)c1
6.1 | O=C(COC(=O)Cc1cccs1)Nc1ccccc1
2.7 | CC(=O)N(CCC(Cc1ccccc1)c1ccc2c(c1)OCO2)Cc1ccc(Cl)cc1 (stereo not drawn)
4.2 | COc1ccc2nnc(-c3ccccc3)n2n1
12.6 | O=C(O)C1CCCCC1C(=O)Nc1ccc(-c2ccccc2)cc1 (stereo not drawn)
-39.3 | Cc1cc(C(=O)N2CCc3c([nH]c4ccccc34)C2c2cccc(Cl)c2)nn1C (stereo not drawn)
8.2 | COc1cc(/C=C/C(=O)OCC(=O)NCCN2C(=O)CSC2=O)ccc1OCC#N
-3.5[25 µM] | N#Cc1cccc(-c2ccc(C3[C@@H]4CN(S(=O)(=O)c5cccc(Cl)c5)C[C@H]3N4)cc2)c1 (stereo partly drawn)
-15.5 | COc1ccccc1-c1ccc(C2[C@H]3CNC[C@@H]2N3S(=O)(=O)c2ccccc2OC)cc1 (stereo partly drawn)
-4.0 | CS(=O)(=O)N1CCN(C(=O)c2ccccc2)C1
5.5 | Cc1oc2c(c1C(=O)NCCCC(=O)O)CCCC2
12.8 | O=C(Nc1nnc(C2CC2)o1)c1ccc(S(=O)(=O)N2CCc3ccccc3C2)cc1
-3.5[25 µM] | O=C(C[C@H]1CC[C@H]2[C@@H](COC[C@H](O)CN2CCC(F)(F)F)O1)NCc1ccc2c(c1)OCO2
-33.0 | COc1ccc2c(c1O)Cc1ccccc1C2=O
27.0[25 µM] | O=C(Nc1ccccc1)N1CC(=O)N2[C@@H](CO)[C@H](c3ccc(C#CC4CCCCC4)cc3)[C@@H]2C1
1.3 | C=C(C)CN(CC)CCC(=O)Nc1ccc(OC)cc1OC
4.4 | CCOC(=O)c1sc2cccc(F)c2c1N
1.3 | COc1ccc(NC(=O)CCNS(=O)(=O)c2ccc3c(c2)c(=O)n(C)c(=O)n3C)cc1OC
6.3 | CN1CCCN(c2ccc([N+](=O)[O-])cc2)CC1
-36.6 | CN(C)C(CNC(=O)c1cccc(S(=O)(=O)Nc2ccc(Br)cc2)c1)c1ccco1 (stereo not drawn)
-6.1[25 µM] | CN1CCN(C(=O)C[C@H]2CC[C@@H]3[C@H](COC[C@@H](O)CN3C(=O)c3ccccc3F)O2)CC1
28.9 | O=C(Nc1nccs1)C1CCCN(S(=O)(=O)c2cccc3cccnc23)C1 (stereo not drawn)
-28.2 | COCCNC(=O)NC(=O)CN1CCCc2ccccc21
1.9 | CC(C)OC(=O)CCC(=O)Nc1ccc(F)cc1
-7.2[25 µM] | C[C@H]1CN([C@@H](C)CO)C(=O)c2cc(C3=CCCCC3)cnc2O[C@@H]1CN(C)S(=O)(=O)c1cn(C)cn1
4.9 | COc1ccccc1N1CCN(Cc2nc(-c3ccc(F)cc3)oc2C)CC1
-23.3 | COc1ccc(-c2ccc(SCc3ccccn3)nn2)cc1OC
-5.0 | COC(=O)c1c(C)oc(C)c1S(=O)(=O)NCc1cccs1
-3.9 | O=C(COC(=O)CCC(=O)c1ccc(F)cc1)NCc1ccco1
7.2 | O=C(NC1CCN(Cc2ccc3ccccc3c2)CC1)c1ccccc1
4.7 | Cc1c(N2C(=O)/C(=C/c3cccc4ccccc34)SC2=S)c(=O)n(-c2ccccc2)n1C
-5.3[25 µM] | COc1ccc2c3c(n(C)c2c1)[C@@H](CO)N(C)CC31CCN(C(=O)CN2CCOCC2)CC1
3.9 | C=CCn1c(=S)[nH]c2scc(-c3cccs3)c2c1=O
15.7 | CC(NC(=O)Cn1c(=O)[nH]c2ccsc2c1=O)C12CC3CC(CC(C3)C1)C2 (stereo not drawn)
3.0 | CS(=O)(=O)N(CC(=O)NCc1ccncc1)Cc1ccc(Cl)cc1
-17.4[25 µM] | CC(C)NC(=O)Nc1ccc2c(c1)C(=O)N([C@@H](C)CO)C[C@H](C)[C@@H](CN(C)C(=O)C1CCCCC1)OCCCC[C@H](C)O2
11.4 | Cc1cccc2[nH]c(CN(C)Cc3nc(CC4CC4)no3)nc12
-26.3 | O=C(Nc1ccccc1C(=O)NCc1ccco1)Nc1cccc2ccccc12
-11.0 | O=C(NNC(=O)c1ccc(-c2ccc([N+](=O)[O-])cc2)o1)c1ccncc1
0.3[25 µM] | CN1C(=O)c2cc(NC(=O)c3cccc(C(F)(F)F)c3)ccc2OC[C@@H]2O[C@@H](CC(=O)NCCN3CCCC3)CC[C@@H]21
-31.6 | c1ccc(-c2nnn(C34CC5CC(CC(C5)C3)C4)n2)cc1
9.1 | COc1cccc(CN(C)CC(=O)Nc2sc3c(c2C#N)CCC3)c1OC
1.3[25 µM] | COc1cccc(S(=O)(=O)Nc2ccc3c(c2)C(=O)N(C)[C@H]2CC[C@@H](CC(=O)NCC4CCCCC4)O[C@@H]2CO3)c1
70.4*[25 µM] | C[C@@H]1CN([C@@H](C)CO)C(=O)c2c(c3ccccc3n2C)-c2ccccc2CO[C@H]1CN(C)C(=O)Nc1cccc(C(F)(F)F)c1
-0.9[25 µM] | CS(=O)(=O)N1CC(=O)N2[C@@H](CO)[C@H](c3ccc(Br)cc3)[C@@H]2C1
5.1 | O=C(CN1C(=O)NC2(CCCCCC2)C1=O)NCc1ccc(Cl)cc1
0.1 | CCNC(=O)c1cc2c(c(-c3cccc(C4=CCCC4)c3)n1)[C@H](CCO)N([S@@](=O)C(C)(C)C)C2
-7.1 | CC(=O)N1c2ccccc2Nc2ccccc21
-5.0[25 µM] | CCCCn1c(=O)c2c(ncn2CC(C)=O)n(CCCC)c1=O
-5.3 | COc1ccc(NC(=O)N(C)C[C@H]2OCc3ccccc3-c3c(n(C)c4ccccc34)C(=O)N([C@@H](C)CO)C[C@@H]2C)cc1
7.0 | CC(C)(C)C(=O)CN1C(=O)C2(OCCO2)c2ccccc21
-8.4 | O=C(CSc1ccccc1F)NCCCN1CCCC1=O
-9.2 | CC(C)OC(=O)N(C)C[C@@H]1OCc2ccccc2-c2ccccc2C(=O)N([C@H](C)CO)C[C@H]1C
3.3 | CCc1noc(C)c1C(=O)Nc1nnc(CC(C)C)s1
4.8 | O=C(c1ccc(-n2cnnn2)cc1)N1CCOCC1

Two entries from above, with tabs:
SMILES	BL2 CD40 inh
CS(=O)(=O)N(CC(=O)NCc1ccncc1)Cc1ccc(Cl)cc1	3.0
COc1ccc(-c2ccc(SCc3ccccn3)nn2)cc1OC	-23.3

Continued.
BL2 CD40 inh | SMILES
-4.6 | COc1cccc(NC(=O)CCC2CCN(C(=O)C(OC)c3ccccc3)CC2)c1 (stereo not drawn)
-9.2 | Cc1cc(NC(=O)COC(=O)CNS(=O)(=O)c2ccc(C)c(C)c2)no1
29.3 | Cc1ccc(C(=O)N2CCCCC2)cc1NC1=C(Cl)C(=O)N(Cc2ccccc2)C1=O
-0.6[25 µM] | CCN(C[C@H]1N[C@H](CO)[C@H]1c1ccccc1)C(=O)c1ccncc1
12.6 | O=C(OCC(=O)N1CCN(c2ccccc2)CC1)C1CCCN1S(=O)(=O)c1ccc(Cl)cc1 (stereo not drawn)
2.8 | O=C1NC(CCc2ccccc2)C(=O)N1CCOc1ccccc1 (stereo not drawn)
-13.0 | CC(=NNc1nc2ccccc2s1)c1ncccn1
5.8 | NC(=O)c1cccnc1
20.7 | COCCCNC(=O)c1ccc([N+](=O)[O-])c(Cl)c1
48.7[25 µM] | CCc1cnc(N2[C@H](CO)[C@H](c3ccc(C#CC(C)C)cc3)[C@@H]2C#N)s1
2.8 | CC(OC(=O)CSCC(=O)Nc1ccc(Cl)cc1)C(=O)N(C)Cc1ccccc1 (stereo not drawn)
-5.6[25 µM] | O=C(c1cccc(F)c1)N1C[C@@H]2[C@H](c3ccccc31)[C@@H](CO)N2C(=O)C1CCOCC1
3.2 | O=C(Nc1ccccc1C(=O)N1CCOCC1)c1ccco1
-8.8 | COc1ccc(N(CC(=O)NCCC2=CCCCC2)S(C)(=O)=O)cc1
5.7 | Cc1cc(Br)ccc1NC(=O)CN1C(=O)C2C3CC(c4ccccc4)C(C3)C2C1=O (stereo not drawn)
-33.2 | O=C(NCCC1=CCCCC1)NC12CC3CC(CC(C3)C1)C2
-3.3[25 µM] | O=C(C[C@H]1CC[C@@H]2[C@H](COC[C@@H](O)CN2C(=O)c2cccnc2)O1)NCC1CC1
2.5 | O=C(O)c1ccc(N2C(=O)Nc3ccccc3N2O)cc1
-97.7 | CS(=O)(=O)Nc1cccc(-c2cnc3ccccc3n2)c1
-45.2 | O=C(Nc1ccc2c(c1)CCC2)c1ccc(Cl)nc1
-25.8 | COCCNC(=O)C1(C)CCN(C(=O)c2ccc3ccccc3n2)C1 (stereo not drawn)
-5.7 | O=C(O)c1ccc(N=C2c3ccccc3-c3ccccc32)cc1
-7.1 | CC(OC(=O)c1cc(=O)[nH]c2ccccc12)C(=O)NCc1ccccc1 (stereo not drawn)

A few values from the list.
BL2 CD40 inh result of `CC(OC(=O)CSCC(=O)Nc1ccc(Cl)cc1)C(=O)N(C)Cc1ccccc1` (stereo not drawn) reads 2.8
BL2 CD40 inh result of `O=C(c1cccc(F)c1)N1C[C@@H]2[C@H](c3ccccc31)[C@@H](CO)N2C(=O)C1CCOCC1` reads -5.6[25 µM]
BL2 CD40 inh result of `O=C(O)c1ccc(N=C2c3ccccc3-c3ccccc32)cc1` reads -5.7

Reprinted from the listing, 2 compounds:
BL2 CD40 inh | SMILES
-5.6[25 µM] | O=C(c1cccc(F)c1)N1C[C@@H]2[C@H](c3ccccc31)[C@@H](CO)N2C(=O)C1CCOCC1
3.2 | O=C(Nc1ccccc1C(=O)N1CCOCC1)c1ccco1

A portion of the library. The share of hits here may be higher or lower than overall.
